NPR1 activator: GC-A stimulated cGMP production enhancers – HEK293 GC-A cells, cGMP TR-FRET, EC30 ANP, primary screen; activation, % at 10 µM; 0.14% of 370,000 active; 0% at EC30 ANP, 100% saturating ANP; in the data active = activation above about 40%
Target sequence (P16066 whole entry, looked up): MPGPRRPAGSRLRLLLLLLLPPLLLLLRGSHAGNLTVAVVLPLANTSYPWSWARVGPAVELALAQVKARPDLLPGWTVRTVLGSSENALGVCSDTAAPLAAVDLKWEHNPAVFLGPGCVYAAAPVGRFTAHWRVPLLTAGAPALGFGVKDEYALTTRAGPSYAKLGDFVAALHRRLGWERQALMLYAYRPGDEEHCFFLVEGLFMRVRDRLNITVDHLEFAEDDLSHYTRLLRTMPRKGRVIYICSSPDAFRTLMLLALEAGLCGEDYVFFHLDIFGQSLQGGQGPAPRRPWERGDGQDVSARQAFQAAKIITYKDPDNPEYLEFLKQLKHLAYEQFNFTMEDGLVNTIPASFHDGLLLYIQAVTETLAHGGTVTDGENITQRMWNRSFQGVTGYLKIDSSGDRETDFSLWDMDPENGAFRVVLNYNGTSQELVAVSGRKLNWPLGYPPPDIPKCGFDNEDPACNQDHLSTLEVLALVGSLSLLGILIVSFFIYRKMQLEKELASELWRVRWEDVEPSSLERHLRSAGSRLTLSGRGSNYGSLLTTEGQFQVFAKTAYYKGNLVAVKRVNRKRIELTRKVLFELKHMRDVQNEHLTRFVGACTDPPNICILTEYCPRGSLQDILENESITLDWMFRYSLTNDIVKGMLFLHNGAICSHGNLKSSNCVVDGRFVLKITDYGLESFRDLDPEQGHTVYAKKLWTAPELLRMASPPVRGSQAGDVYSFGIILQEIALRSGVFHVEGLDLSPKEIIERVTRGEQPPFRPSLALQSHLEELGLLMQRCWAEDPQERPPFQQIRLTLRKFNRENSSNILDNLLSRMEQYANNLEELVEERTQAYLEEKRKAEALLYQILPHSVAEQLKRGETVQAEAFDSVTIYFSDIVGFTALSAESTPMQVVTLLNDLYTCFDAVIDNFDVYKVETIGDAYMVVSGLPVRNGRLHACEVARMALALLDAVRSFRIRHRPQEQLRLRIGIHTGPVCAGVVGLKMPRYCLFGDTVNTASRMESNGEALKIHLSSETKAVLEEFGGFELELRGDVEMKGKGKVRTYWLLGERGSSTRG
GAA850 FXN act: FXN promoter activators, primary screen, cell-based, luciferase luminescence, HEK293 lucGAA850. HEK293 lucGAA850 FXN promoter luciferase reporter, 24 h; percent of 10 µM SAHA response. activation, % at 6 µM. 0.56% of 360,000 active. AID 540364, 2011;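 active = activation above the average of all compounds screened plus 3 SD, cutoff fixed separately per campaign, cut at about 7.5% in these data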;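 also: 0% = DMSO wells and 100% = 10 µM SAHA wells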
GC-B act: human GC-B receptor activators, primary screen, HEK293 GC-B cells, cGMP TR-FRET, EC30 CNP; Atrial natriuretic peptide receptor 2 (Homo sapiens), P20594; 0% at EC30 CNP, 100% saturating CNP; activation, % at 10 µM; 0.11% of 370,000 active; AID 1920062, 2024;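 active = activation at 10 µM reaching about 35% in either raw or pattern-adjusted values, limit read from the data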
Active calls of the source: *. An excerpt; the hit share may differ from the screen's.

(1) COc1ccc(/C=C/C(=O)NCc2cnn(C)c2C)cc1COc1ccc(Br)cc1
(2) COc1ccccc1NC(=O)CN1C(=O)C2(OCCCO2)c2ccccc21
(3) COC(=O)c1ccc(/C=N/NC(=O)c2cccc(F)c2)cc1
(4) COc1ccc(CN/C=C2\CCCCC2=O)cc1
(5) Cc1cc(C)n(S(=O)(=O)Cc2ccccc2)n1
(6) O=C(CCN1C(=O)/C(=C/c2cccc(Br)c2)SC1=S)NNC(=O)c1cccnc1
(7) O=C(c1noc2c1CCCC2)N1CCOCC1
(8) Cc1ccc(Cn2c(=O)cc(C(=O)O)c3ccccc32)cc1
compound no.,1,2,3,4,5,6,7,8
NPR1 activator,10.9,1.6,-1.3,3.3,5.3,-6.3,1.3,6.3
GAA850 FXN act,0.1,0.9,4.6,0.7,-0.6,-0.8,-4.2,2.0
GC-B act,2.9,0.7,-1.6,0.7,1.4,2.8,1.3,0.2

Of the compounds above, three have a halogen:
(1) COc1ccc(/C=C/C(=O)NCc2cnn(C)c2C)cc1COc1ccc(Br)cc1
(3) COC(=O)c1ccc(/C=N/NC(=O)c2cccc(F)c2)cc1
(6) O=C(CCN1C(=O)/C(=C/c2cccc(Br)c2)SC1=S)NNC(=O)c1cccnc1
compound no.,1,3,6
NPR1 activator,10.9,-1.3,-6.3
GAA850 FXN act,0.1,4.6,-0.8
GC-B act,2.9,-1.6,2.8

Full records as entered above. Values in the order: NPR1 activator | GAA850 FXN act | GC-B act
O=C(c1noc2c1CCCC2)N1CCOCC1 is entered as 1.3 | -4.2 | 1.3
O=C(CCN1C(=O)/C(=C/c2cccc(Br)c2)SC1=S)NNC(=O)c1cccnc1 is entered as -6.3 | -0.8 | 2.8
COc1ccc(CN/C=C2\CCCCC2=O)cc1 is entered as 3.3 | 0.7 | 0.7

New compounds follow
(9) O=C(Nc1cc(C(F)(F)F)ccc1F)C1CCCCC1
(10) Cc1ccc(/C(O)=C2/C(=O)C(=O)N(Cc3ccco3)C2c2cccs2)cc1 (stereo unspecified)
(11) COc1ccc(NC(=O)c2sc3nc(N4CCOCC4)c4c(c3c2N)CCCC4)cc1
(12) COC(=O)c1cn(C(=O)c2ccccc2F)nc1N
(13) COc1ccc(C(=O)/C=C/Nc2ccc([N+](=O)[O-])cc2C)c(OC)c1
(14) CC(C)OCCCNC(=O)C(C)Oc1ccccc1 (stereo unspecified)
(15) O=C(c1ccco1)N(CCC(c1ccccc1)c1ccco1)Cc1ccc(F)cc1 (stereo unspecified)
(16) CCN(CC)CCNC(=O)C(C)c1nn(CC)c(=O)c2ccccc12 (stereo unspecified)
compound no.,9,10,11,12,13,14,15,16
NPR1 activator,2.5,1.1,31.9,1.6,9.1,-2.5,2.3,2.8
GAA850 FXN act,1.0,-0.4,1.2,-1.7,0.4,-0.4,2.5,-0.4
GC-B act,-2.6,-2.9,20.1,0.6,1.5,-0.8,13.9,0.1

(17) Cc1ccc2cccc(S(=O)(=O)N3CCN(c4ccccc4F)CC3)c2n1
(18) O=C(c1cc2c(s1)CCCC2)n1cccn1
(19) CCc1cn(S(=O)(=O)c2ccccc2OC)nc1N
(20) COc1ccc(Cc2nnc(NS(C)(=O)=O)s2)cc1
(21) COc1ccc(C2=NOC(C(=O)N3CCCCCC3)C2)cc1OC (stereo unspecified)
(22) Cc1cc(/C=N/NC(N)=O)c(C)c(CO)c1
(23) CC1Oc2ccccc2N(CC(=O)c2ccccc2)C1=O (stereo unspecified)
(24) O=C(CSc1nc2ccccc2c(=O)n1-c1ccc(F)cc1)NCc1ccco1
compound no.,17,18,19,20,21,22,23,24
NPR1 activator,-3.0,-6.9,5.5,5.3,2.7,-0.9,-1.3,1.5
GAA850 FXN act,1.6,-0.3,-0.8,-2.4,-0.2,-1.1,1.8,-1.4
GC-B act,-1.5,-0.8,2.9,-4.8,-0.8,3.6,-4.2,-2.6

As entered above.
In GAA850 FXN act, `O=C(CSc1nc2ccccc2c(=O)n1-c1ccc(F)cc1)NCc1ccco1` has -1.4
In GC-B act, `Cc1ccc2cccc(S(=O)(=O)N3CCN(c4ccccc4F)CC3)c2n1` has -1.5
In NPR1 activator, `CCc1cn(S(=O)(=O)c2ccccc2OC)nc1N` has 5.5

Next records:
(25) Cc1cc(N2CCN(S(=O)(=O)c3ccc(C)c(C)c3)CC2)c2ccccc2n1
(26) O=C(OCC(=O)N1CCN(C(=O)c2ccco2)CC1)c1cc(-c2ccco2)nc2ccccc12
(27) COc1cc(-c2c(C#N)c(N)nc(SCc3ccncc3)c2C#N)cc(OC)c1OC
(28) COc1ccccc1CNC(=O)c1cc2sccc2n1C
(29) CCC(C)n1nnc2c(=O)oc3ccccc3c21 (stereo unspecified)
(30) COCCN(C(=O)COC(=O)CCOc1ccccc1)c1c(N)n(Cc2ccccc2)c(=O)[nH]c1=O
(31) CCC(C)NC(=O)c1ccccc1NC(=O)c1ccc(CSc2ccc(C)cc2)cc1 (stereo unspecified)
(32) CC(C)(C)c1cc(NC(=O)NN2CCOCC2)nn1-c1c(Cl)cc(Cl)cc1Cl
compound no.,25,26,27,28,29,30,31,32
NPR1 activator,-2.4,-3.0,1.7,3.7,2.9,-0.1,-4.3,0.3
GAA850 FXN act,4.9,0.2,-7.6,-0.1,-1.1,0.4,3.6,-2.8
GC-B act,-0.7,1.4,1.9,-5.0,-1.0,0.2,-7.3,-3.5

(33) CCOC(=O)c1oc2ccccc2c1NC(=O)C1CCCCC1
(34) CCCc1c(CC)c(=N)c2ccccc2n1C
(35) COc1cccc(-c2ccc(=O)n(CC(=O)Nc3cc4c(cc3NC(C)=O)OCCO4)n2)c1
(36) O=C(CN1CCSCC1)N/N=C/c1ccc(F)cc1
(37) COc1cc(OC)cc(C(=O)NC(=S)NCc2ccco2)c1
(38) Cc1ccc(NC(=O)CCNS(=O)(=O)c2ccc3c(c2)oc(=O)n3C)c(C)c1
(39) O=C(CSc1nc2ccccc2c(=O)[nH]1)N1CCN(S(=O)(=O)c2ccccc2)CC1
(40) CCOc1ccc(OCC)c(NC(=O)C2CCCN(c3nc(C)cc(C)n3)C2)c1 (stereo unspecified)
compound no.,33,34,35,36,37,38,39,40
NPR1 activator,0.5,11.3,0.2,-0.5,-0.3,2.1,-2.8,-3.6
GAA850 FXN act,2.4,0.9,-0.2,0.0,-0.4,-2.4,0.5,-1.0
GC-B act,-8.3,4.7,1.6,2.3,-6.5,2.0,-3.1,-3.5

(41) N#Cc1nc(Cc2ccccc2)oc1N1CCN(c2cccc(Cl)c2)CC1
(42) O=C(CN1CCN(CC(=O)Nc2ccc(OCc3ccccc3)cc2)CC1)Nc1ccc(F)cc1
(43) CCCCC(=O)NC(c1ccc(OC)c(OC)c1)c1c(O)ccc2ccccc12 (stereo unspecified)
(44) Cc1ccc(S(=O)(=O)N2CCN(C(=O)CN3CCCCC3)C2C(C)C)cc1 (stereo unspecified)
(45) COc1ccc(-c2csc(N3CCN(Cc4ccc5c(c4)OCO5)CC3)n2)cc1
(46) O=c1cc(CN2CCOCC2)c2c(ccc3ccccc32)o1
(47) CC(C)(C)C(=O)CC1(O)C(=O)N(Cc2ccccc2)c2ccccc21 (stereo unspecified)
(48) CCN(CC)S(=O)(=O)c1cccc(NC(=O)COC(=O)CCc2nc3ccccc3s2)c1
compound no.,41,42,43,44,45,46,47,48
NPR1 activator,-10.4,-0.2,-9.2,-0.4,1.5,4.0,1.2,1.9
GAA850 FXN act,-1.0,-5.1,0.2,-1.4,-3.2,0.5,-1.2,-0.5
GC-B act,-5.2,2.1,-4.4,-1.1,-1.0,4.2,3.5,-2.2

(49) CCOC(=O)N1CCN(C(=O)c2cc(Cl)c(Cl)cc2C(=O)O)CC1
(50) Cc1cc(C(=O)NCc2ccc(C(=O)O)o2)c(C)o1
(51) CCOC(=O)c1[nH]c(C)c(C(=O)Nc2ccc(C)c(F)c2)c1C
(52) C1CCN(c2nc3nonc3nc2N2CCCCC2)CC1
(53) COc1cc(NC(=O)Cc2nn(C)c(=O)c3ccccc23)cc(OC)c1OC
(54) CCn1nnc(NC(=O)COc2ccc(C3CCCCC3)cc2)n1
(55) CCCN(CCC)CCNc1c(N2CCN(C(=O)OCC)CC2)c(=O)c1=O
(56) CCN1CCN(CCCNC(=O)c2cn(CCOC)c(=O)c3c2c2ccccc2n3C)CC1
compound no.,49,50,51,52,53,54,55,56
NPR1 activator,-0.1,1.2,0.3,-1.9,-3.2,8.5,7.3,-7.5
GAA850 FXN act,-1.8,-0.8,-3.3,0.5,-0.8,-2.3,0.2,0.4
GC-B act,2.1,-0.5,-3.0,-2.9,-2.4,-3.1,-4.2,-10.3

(57) O=C(Cc1cccs1)NCc1cccs1
(58) O=C(Nc1ccc2c(c1)OCO2)C1CCCN(c2nc3ccccc3s2)C1 (stereo unspecified)
(59) O=C1CCCN1c1ccc(S(=O)(=O)NCCc2ccc(Cl)cc2)cc1
(60) Cc1ccc2nsnc2c1S(=O)(=O)N(Cc1ccco1)Cc1cc2cccc(C)c2[nH]c1=O
(61) Cc1cccc(OCCCC(=O)NCc2ccco2)c1
(62) Cc1cccc(C(=O)O/N=C(\N)c2cccc([N+](=O)[O-])c2)c1
(63) Cc1cc(C(=O)OCC(=O)c2ccc(Br)s2)no1
(64) Cc1cc(=O)[nH]c(-c2ccccc2O)n1
(65) COCCn1c(SCc2nc(N)nc(Nc3ccccc3C)n2)nc2ccccc2c1=O
(66) CCCCNC(=O)CCSc1nc2nc(C)cc(C)n2n1
(67) O=C(Nc1ccon1)c1ccc(Br)o1
compound no.,57,58,59,60,61,62,63,64,65,66,67
NPR1 activator,3.3,0.8,2.5,-1.1,4.5,6.6,18.1,0.3,-3.6,0.8,2.4
GAA850 FXN act,-1.4,-0.3,-2.1,-3.4,-1.5,4.1,-0.3,-0.5,2.6,0.2,3.1
GC-B act,-0.6,0.2,3.2,-1.4,0.3,-3.3,3.1,-0.5,-2.7,-1.9,2.5

Five records drawn at random from those above, as already listed:
(65) COCCn1c(SCc2nc(N)nc(Nc3ccccc3C)n2)nc2ccccc2c1=O
(39) O=C(CSc1nc2ccccc2c(=O)[nH]1)N1CCN(S(=O)(=O)c2ccccc2)CC1
(42) O=C(CN1CCN(CC(=O)Nc2ccc(OCc3ccccc3)cc2)CC1)Nc1ccc(F)cc1
(8) Cc1ccc(Cn2c(=O)cc(C(=O)O)c3ccccc32)cc1
(46) O=c1cc(CN2CCOCC2)c2c(ccc3ccccc32)o1
compound no.,65,39,42,8,46
NPR1 activator,-3.6,-2.8,-0.2,6.3,4.0
GAA850 FXN act,2.6,0.5,-5.1,2.0,0.5
GC-B act,-2.7,-3.1,2.1,0.2,4.2
